# Pin1 inhibitor – inhibitors of human Pin1; Pin1 FP peptide displacement, HiFluor488, 10 min; AID 504891; Potency, µM (titrated, usually from 115 µM), for the others: at the highest dose activity, negative = inhibition, actives largely listed as inhibitors; 390,000 compounds, 0.009% hits; active means well fitted inhibition curve with a large enough effect in the polarisation, with a control signal flat, not every such curve was filed as active; inconclusive means small, poorly fitted or top-dose-only effect, or effect the other way, or a change in a side signal; inactive means no such curve, though single readings can be large or run the other way; the % refers to the polarisation; further: on the % scale 0 is the no-effect control and ±100 the full control effect
# RGS4 inhibitor – inhibitors of human regulator of G protein signaling 4; P49798; Transcreener GDP fluorescence polarization, RGS4-accelerated GTP hydrolysis; Potency, µM (doses to about 114 µM), for inactives: top-dose activity change, negative = inhibition, hits mostly inhibitors; 390,000 compounds, 0.039% hits; further: on the % scale 0 is the no-effect control and ±100 the full control effect; nearly all actives have a fitted effect of over 75% in size; some results filed as inactive show a strong effect at the top dose
# Target sequence (P49798 whole entry, looked up): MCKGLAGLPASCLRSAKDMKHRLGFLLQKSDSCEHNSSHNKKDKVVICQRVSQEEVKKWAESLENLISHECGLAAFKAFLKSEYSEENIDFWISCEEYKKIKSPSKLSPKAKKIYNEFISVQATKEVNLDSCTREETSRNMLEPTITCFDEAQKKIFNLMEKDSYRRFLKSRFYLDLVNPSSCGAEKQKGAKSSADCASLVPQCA
#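 MLSMR compounds (23 nl, pin-transferred) preincubated 10 min at room temperature with a 500nM (2x) first reagent, then RGS4 at 900nM (2x) plus Transcreener GDP mix added; fluorescence polarization (620/688 nm) read before and after 90 min at 30 °C.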
# ERG Ets-DNA blk – blocks human ERG Ets domain binding to DNA | P11308 | fluorescence polarization, His-ERG Ets domain / labelled DNA | Potency, µM (highest dose often 76.9 µM), without a hit: at the top dose FP activity, negative = inhibition, actives largely listed as inhibitors | 370,000 compounds, 0.028% hits | AID 624246; active means well fitted inhibition curve with a large enough effect in the polarisation, with a control signal flat; inconclusive means small, poorly fitted or top-dose-only effect, or effect the other way, or a change in a side signal; inactive means no such curve, though single readings can be large or run the other way; the % refers to the polarisation;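 further: polarization taken with two DNA probes labelled with fluorescein and Texas red; % of control where 0% means no effect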
#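 His-tagged ERG Ets domain (1 uM in the protein solution; 300mM KCl, 50mM Tris-HCl, 1mM EDTA, 1mM DTT, pH 7.5) received compound, then a probe mix of 5 nM fluorescein-DNA and 100nM Texas-615-DNA. Fluorescence polarization was read for both dyes.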
# TrxR1 inh – blocks rat thioredoxin reductase 1; O89049; recombinant rTrxR1, NADPH fluorescence consumption, selenite substrate; Potency, µM (doses to about 114 µM), inactives show at the top dose activity change, negative = inhibition, actives largely listed as inhibitors; 390,000 compounds, 1% hits; AID 588453; further: on the % scale 0 is the no-effect control and ±100 the full control effect; nearly all actives have a fitted effect of over 65% in size
#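 Rat TrxR1 (90 nM in the dispensed reagent) was pre-reduced with 400 uM NADPH for 5 min at room temperature, then incubated with compound for 15 min. After 400 uM selenite was added, NADPH fluorescence (Ex 340/Em 450 nm) was followed for 8 min.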
# PGK inhibitor – inhibitors of T. brucei phosphoglycerate kinase; Potency, µM (top dose mostly 57.5 µM), for the others: at the highest dose activity change, negative = inhibition, hits mostly inhibitors; AID 602233; P07378; PGK/GAPDH coupled, Kinase-Glo luminescence, 60 min; 380,000 compounds, 0.043% hits; further: on the % scale 0 is the no-effect control and ±100 the full control effect; nearly all actives have a fitted effect of over 60% in size
#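 Luminescent ATP detection (Kinase-Glo Plus) follows a 60-minute room-temperature incubation, with wells lacking PGK as controls. Buffer: 100 mM TEA (pH 7.6), 5 mM MgCl2, 0.01% Tween-20. Coupling enzyme GAPDH (100 nM final) supplies unstable 1,3-BPG in-well.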
# GLS inh – inhibitors of human glutaminase (GLS). O94925. GLS enzymatic activity, qHTS titration. Potency, µM (highest dose often 45.5 µM), for inactives: at the highest dose activity change, negative = inhibition, most hits filed as inhibitors. 410,000 compounds, 0.21% hits; further: on the % scale 0 is the no-effect control and ±100 the full control effect
# Target sequence (O94925 whole entry, looked up): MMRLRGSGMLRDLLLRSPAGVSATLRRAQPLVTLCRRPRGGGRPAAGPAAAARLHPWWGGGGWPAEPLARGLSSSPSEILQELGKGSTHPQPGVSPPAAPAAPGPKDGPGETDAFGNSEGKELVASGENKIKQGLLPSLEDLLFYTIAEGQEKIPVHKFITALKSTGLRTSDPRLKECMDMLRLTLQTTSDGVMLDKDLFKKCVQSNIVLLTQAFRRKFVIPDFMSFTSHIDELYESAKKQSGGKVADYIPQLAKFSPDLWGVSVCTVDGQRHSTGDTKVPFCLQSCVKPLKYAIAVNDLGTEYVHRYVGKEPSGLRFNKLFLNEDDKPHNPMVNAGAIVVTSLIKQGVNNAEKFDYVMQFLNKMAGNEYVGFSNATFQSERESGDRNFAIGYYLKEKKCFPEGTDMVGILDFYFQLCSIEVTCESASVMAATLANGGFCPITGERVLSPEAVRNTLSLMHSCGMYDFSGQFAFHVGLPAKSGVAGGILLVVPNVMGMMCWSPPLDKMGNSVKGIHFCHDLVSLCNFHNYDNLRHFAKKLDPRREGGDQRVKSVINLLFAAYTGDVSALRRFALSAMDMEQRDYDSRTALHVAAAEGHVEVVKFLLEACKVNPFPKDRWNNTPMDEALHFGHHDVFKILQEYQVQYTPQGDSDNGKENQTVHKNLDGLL
#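 Assay buffer: 45 mM KH2PO4 pH 8.2, 0.02% Tween-20. hKGA acts on L-glutamine (1 mM solution added); product glutamate is reported by an oxidase/peroxidase Amplex Red coupling, with fluorescence taken at baseline and 30 min.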
# ALOX12 inh – ALOX12 (human) lipoxygenase inhibition. Potency, µM (doses to about 108 µM), for the others: at the top dose activity change, negative = inhibition, most hits filed as inhibitors. 580,000 compounds, 1.1% hits. AID 1671190. purified 12hLO, xylenol orange hydroperoxide absorbance; further: on the % scale 0 is the no-effect control and ±100 the full control effect
#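 Purified human 12hLO at 150 nM in 25 mM Hepes, 0.01% Triton X-100, pH 7.0, preincubated 15 min at room temperature with compound. Reaction started with 40 uM arachidonic acid, 30 min at room temperature. Hydroperoxide measured by Fe-xylenol orange, 573/405 nm absorbance ratio.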
# JMJD2A Tudor inh – inhibitors of human JMJD2A Tudor domain | O75164 | AlphaScreen JMJD2A-Tudor / H3K4me3 peptide binding | Potency, µM (doses to about 114 µM), without a hit: at the top dose activity change, negative = inhibition, most hits filed as inhibitors | 390,000 compounds, 4.4% hits | AID 504339; further: on the % scale 0 is the no-effect control and ±100 the full control effect; nearly all actives have a fitted effect of over 50% in size
# HP1b chromo inh – inhibitors of HP1-beta chromodomain binding to methylated histone tails. Potency, µM (top dose mostly 114 µM), without a hit: at the top dose activity change, negative = inhibition, usual class: inhibitors. 390,000 compounds, 0.56% hits. AlphaScreen HP1-beta / biotin-H3K9me3 peptide binding. AID 540317. P83916; further: nearly all actives have a fitted effect of over 70% in size; inactives centre near 23
# Target sequence (P83916 whole entry, looked up): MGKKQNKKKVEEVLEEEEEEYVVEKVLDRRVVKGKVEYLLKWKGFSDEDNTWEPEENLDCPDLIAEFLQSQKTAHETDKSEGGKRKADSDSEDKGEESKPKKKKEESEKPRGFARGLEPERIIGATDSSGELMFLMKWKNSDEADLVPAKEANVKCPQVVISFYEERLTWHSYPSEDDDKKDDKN
#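 AlphaScreen: HP1-beta (50 nM) preformed 30 min with biotin-H3(1-18)K9me3 peptide (50 nM) in PBS pH 7.4, 0.01% Tween-20. Compound added for 30 min at RT, then streptavidin donor/nickel chelate acceptor beads (10 ug/mL) for 30 min.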
# An asterisk follows results filed as active; i = inactive; ? = inconclusive; . = no result given; & = joins results of further samples; [ ] = remark or other dose. Unless noted, the call rests on the fitted dose curve; in most records, active means well fitted curve in the direction sought with a large enough effect; inconclusive means small, poorly fitted or top-dose-only effect, or another doubt; inactive means no such curve, though single readings can be large; an effect the other way counts as inactive or inconclusive. Potency means the concentration at half of the fitted maximal effect.
PGK inhibitor | ALOX12 inh | HP1b chromo inh | JMJD2A Tudor inh | ERG Ets-DNA blk | TrxR1 inh | RGS4 inhibitor | Pin1 inhibitor | GLS inh | molecule
-2% | 17% | 13% | -6% | 3% | 0% | 4% | -2% | 3% | CCC1CCCCN1CCCNC(=O)CSc1nc2nc(C)c(Cc3ccc(C)cc3)c(C)n2n1 (stereo unspecified)
-6% | 0% | 37% | -21% | -3% | 6% | -4%[11.4 µM] | -1% | -3% | CC(C)N(CCNC(=O)c1ccc(CS(=O)(=O)c2c(Cl)cccc2Cl)o1)Cc1ccccc1
-8% | 18% | 24% | 10% | -2% | 21% | -2% | -1% | 0% | Cc1ccc(NC(=O)Cn2nc(C(F)(F)F)c3c2CCC3)cc1
-2% | 0% | 1% | ? | -12% | -21% | -20% | 1% | 14% | CCc1cc2c(=O)c(-c3cscn3)coc2c(CN(C)C)c1O
2% | . | 38% | -18% | 9% | 79µM* | 15% | 3% | 3% | Cc1c(C)c2c(OCC(=O)N3CCC(C(=O)O)CC3)cc3c(c2oc1=O)CCC(C)(C)O3
5% | -18% | -1% | -9% | -2% | 2% | 12% | 10% | -6% | COCCNc1nc(N)c([N+](=O)[O-])c(N2CCCCCC2)n1
0% | -6% | ? | -5% | -1% | 6%[57.1 µM] | -2% | -3% | 5% | COc1ccccc1CNC(=O)CS(=O)(=O)c1cccc2nsnc12
-4% | 11% | 33%[activator] | -5% | 0% | 13% | 4% | 3% | -6% | O=C(Nc1cccnc1)c1cccc(S(=O)(=O)N2CCCC2)c1
-1% | -2% | 17% | -17% | 4% | -9% | 13% | -9% | 4% | CN(c1ccccc1)S(=O)(=O)c1ccc(Cl)c(C(=O)NCC(c2ccco2)N2CCCC2)c1 (stereo unspecified)
-5% | -9% | 10% | -29%[57.1 µM] | 13% | 1% | -32% | 0% | -1% | COc1ccc(/C=C/C(=O)c2ccc(O)cc2)cc1CN1CCOCC1
-1% | 79%&-10%[activator] | 41%[activator] | -17% | 4% | 30% | -2% | 38%[activator] | -10% | O=C(Nc1ccc2nc(SCC(=O)N3CCCc4ccccc43)sc2c1)c1ccc(F)cc1
-1% | -15% | 37% | -12% | 9% | 17% | -12%[11.4 µM] | ? | -3% | CCC(=O)Nc1ccc(S(=O)(=O)Nc2ccc(Cl)nn2)cc1
-2% | 3% | 11% | -4% | -4% | 7%[57.1 µM] | 15% | -5% | 4% | COc1ccc(N(C(=O)c2cc3ccccc3oc2=O)C2C=CS(=O)(=O)C2)c(OC)c1 (stereo unspecified)
-2% | -8% | 29% | -27% | -2% | 11%[2.29 µM] | -14% | 16% | -11% | COc1ccc(C2CN=NC2C(=O)c2ccccc2)cc1 (stereo unspecified)
-8% | -4% | 12% | -8% | -11% | 9%[57.1 µM] | 0% | -10% | 0% | CC1CCCCN1CC(=O)NC(=O)NCc1ccccc1 (stereo unspecified)
-7% | ? | -45% | 45µM* | 1% | 0%[57.1 µM] | 0% | 0% | 11% | Cc1ccc(Sc2ccc(/C=N/O)cc2[N+](=O)[O-])cc1
8% | -5% | 13% | 1% | 0% | -16% | -7% | 95%[activator] | 11% | CCN(CC)c1ccc(/C=C(\C#N)C(N)=O)cc1
-3% | 5% | 13% | -14% | -9% | 7%[57.1 µM] | -8% | -1% | -9% | CS(=O)(=O)N(CC(=O)Nc1ccccc1C(=O)NCc1ccco1)c1ccccc1F
-7% | -3% | 21% | -17% | 1% | 13% | -27% | -8% | -3% | CN1CCC(=NNC(=O)CN(c2cccc([N+](=O)[O-])c2)S(=O)(=O)c2ccccc2)CC1
-1% | -4% | 23% | -1% | -6% | 12% | 7% | -7% | 2% | CC(=O)C1=C(C)N(CC2CC2)C(=O)N[C@H]1c1ccccc1

# New compounds follow:
PGK inhibitor | ALOX12 inh | HP1b chromo inh | JMJD2A Tudor inh | ERG Ets-DNA blk | TrxR1 inh | RGS4 inhibitor | Pin1 inhibitor | GLS inh | molecule
i | 0% | 32%[activator] | 1% | 7% | 48%[activator] | -31% | 6% | -12% | O=C(Nc1ccc(Cl)cn1)c1ccc(-c2ccc(Cl)c(Cl)c2)o1
-7% | -5% | 19% | -18% | -5% | 16% | 13% | -3% | -10% | O=C(O)c1ccc2c(c1)N(Cc1cccc(F)c1)C(=O)CS2
0% | 0% | 21% | -24% | -3% | 26% | -18% | -2% | -6% | CN1CCN(c2ccc(S(=O)(=O)N3CCCCC3)cc2NC(=O)CSCc2ccccc2)CC1
-3% | 2% | 1% | -13% | 2% | 19%[2.29 µM] | -8% | -2% | 17% | NC(=O)C1CCN(C(=O)CCSCc2ccc(Cl)c(Cl)c2)CC1
8% | 7% | 5% | -3% | 18% | 6%[57.1 µM] | 16% | 7% | 1% | O=C(O)C(CC1CCCCC1)N1CCS(=O)(=O)CC1 (stereo unspecified)
i | -3% | 48%[activator] | -28% | 2% | 4% | 7%[56.9 µM] | -1% | -9% | O=C(CSc1ccccc1)Nc1cc(S(=O)(=O)N2CCOCC2)ccc1N1CCOCC1
-3% | 2% | 7% | -23% | 18% | 18% | -21% | -5% | 1% | COC(=O)CSc1ccc(S(=O)(=O)N2CCCCCC2)cc1[N+](=O)[O-]
i | -22% | 19% | -20% | 3% | 9% | 35% | 0% | -2% | CCn1c(=O)n(-c2ccc(C)c(F)c2)c(=O)c2sc3ccccc3c21
-1% | 0% | 55%[activator] | 3% | 1% | 18% | -4% | -1% | 3% | CCC1CCC(NC2CCCCNC2=O)CC1 (stereo unspecified)
-13% | -12% | 30% | -4% | -3% | 14% | -14% | 2% | -7% | C/C(=N\N=C(/N)c1nonc1N)c1ccc2c(c1)OCO2
-3% | -4%&8% | 15% | -24% | -8% | -13% | 14% | -9% | -1% | COc1ccc(-c2nc(CS(=O)CC(=O)N3CCN(C)CC3)c(C)o2)cc1 (stereo unspecified)
i | -14% | 6% | -13% | -11% | -5%[57.1 µM] | 0% | 4% | 0% | COc1ccc(-c2nn(-c3ccccc3)cc2C(=O)NC2CCC(C)CC2)cc1 (stereo unspecified)
4% | 19% | 44%[activator] | -9% | 3% | 2%[11.4 µM] | -8% | -12% | 9% | O=C(O)c1ccccc1C(=O)OC1CCCC2CCCC21 (stereo unspecified)
-3% | -33% | 15% | -16% | -10% | 2%[57.1 µM] | 28% | -11% | 0% | COc1ccc(NC(=O)c2ccc(-n3cccn3)nc2)cc1
-8% | -9% | 2% | ? | -2% | ? | -44% | 9% | 2% | Cc1cc(SCC(=O)NC(=O)c2cccn2C)nc2ccccc12
i | -5% | 12% | -9% | 5% | 6% | -11% | 49%[activator] | 1% | O=C(Nc1cccc(S(=O)(=O)N2CCCCCC2)c1)c1ccc2c(c1)OCO2
-11% | -10% | 6% | -9% | -4% | 4%[57.1 µM] | 18% | -6% | 3% | CN1CCN(C(=O)/C(=C/c2ccccc2)c2ccccc2)CC1
-5% | -6% | 47%[activator] | -7%[11.4 µM] | 12% | 16%[57.1 µM] | -13%[11.4 µM] | -7% | 9% | C/C(=N\O)C(=O)NCc1ccncc1
i | ? | -15% | ? | -21% | -1% | -30% | 6% | -7% | COc1ccc(NC(=S)N2CCC(Cc3ccccc3)CC2)cc1OC
-2% | -8% | 33% | -32% | 6% | 15% | -9% | 5% | 0% | Cc1ccc(-c2nn(CCC(=O)Nc3ccc(OC(F)(F)F)cc3)c(=O)c3ccccc23)cc1

# Shown tab-delimited: entries from further up
molecule	PGK inhibitor	ALOX12 inh	HP1b chromo inh	JMJD2A Tudor inh	ERG Ets-DNA blk	TrxR1 inh	RGS4 inhibitor	Pin1 inhibitor	GLS inh
COc1ccc(-c2nc(CS(=O)CC(=O)N3CCN(C)CC3)c(C)o2)cc1 (stereo unspecified)	-3%	-4%&8%	15%	-24%	-8%	-13%	14%	-9%	-1%
COc1ccc(-c2nn(-c3ccccc3)cc2C(=O)NC2CCC(C)CC2)cc1 (stereo unspecified)	i	-14%	6%	-13%	-11%	-5%[57.1 µM]	0%	4%	0%
O=C(O)c1ccccc1C(=O)OC1CCCC2CCCC21 (stereo unspecified)	4%	19%	44%[activator]	-9%	3%	2%[11.4 µM]	-8%	-12%	9%
COc1ccc(NC(=O)c2ccc(-n3cccn3)nc2)cc1	-3%	-33%	15%	-16%	-10%	2%[57.1 µM]	28%	-11%	0%
Cc1cc(SCC(=O)NC(=O)c2cccn2C)nc2ccccc12	-8%	-9%	2%	?	-2%	?	-44%	9%	2%
O=C(Nc1cccc(S(=O)(=O)N2CCCCCC2)c1)c1ccc2c(c1)OCO2	i	-5%	12%	-9%	5%	6%	-11%	49%[activator]	1%
CN1CCN(C(=O)/C(=C/c2ccccc2)c2ccccc2)CC1	-11%	-10%	6%	-9%	-4%	4%[57.1 µM]	18%	-6%	3%
C/C(=N\O)C(=O)NCc1ccncc1	-5%	-6%	47%[activator]	-7%[11.4 µM]	12%	16%[57.1 µM]	-13%[11.4 µM]	-7%	9%
COc1ccc(NC(=S)N2CCC(Cc3ccccc3)CC2)cc1OC	i	?	-15%	?	-21%	-1%	-30%	6%	-7%
Cc1ccc(-c2nn(CCC(=O)Nc3ccc(OC(F)(F)F)cc3)c(=O)c3ccccc23)cc1	-2%	-8%	33%	-32%	6%	15%	-9%	5%	0%

# Source: PubChem (National Center for Advancing Translational Sciences (NCATS))

# These rows are one share of the data; count on the stated rates, not on these rows.
